Compound activity as filed in PubChem.
Bcl-B displacement – displacers of TR3 peptide from Bcl-B, primary screen, selectivity assay for Bfl-1 inhibitor project, biochemical, fluorescence polarization; FP displacement of FITC-TR3 peptide from Bcl-B; higher % means a stronger effect; actives 0.11% (n = 96,000); one-dose displacement, % at 20 µM; IC50 in µM for titrated hits;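 active = displacement above 50% at 20 µM plus a fluorescence interference ratio under 1.5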;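 also: plate controls were wells without compound for no effect and wells lacking Bcl-B protein for full effect; a part of the inactive calls stands beside numbers as strong as those of hits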
PLAP inhibition – PLAP enzyme inhibitors, biochemical, luminescence, HTS (AID 690) | purified PLAP, luminescent substrate; higher % means a stronger effect | one-dose inhibition, % at 20 µM; IC50 in µM for titrated hits | actives 0.08% (n = 96,000); in the data active = a potency from the dose series; inactive = the rest, 99 in 100 with inhibition below about 30%; also: strong numbers were not always called active
IL1B NFkB inh – blocks IL-1B driven NFkB nuclear translocation in HUVEC cells. HUVEC IL-1B NFkB p65 nuclear translocation imaging. inhibition, % at 2 µM. actives 0.43% (n = 94,000);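 active = inhibition above about 30% together with a positive call from visual inspection of the well image, limit read from the data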;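 also: nuclear over cytoplasmic p65 intensity ratio measured by imaging; 0% = IL-1B stimulated DMSO wells and 100% = unstimulated DMSO wells; values of inactives mirror those of a sister screen read the other way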
MRP resist rev – compounds reversing MRP-mediated drug resistance. actives 0.04% (n = 85,000). differential viability (reversal), % at 10 µM. H69AR cells + 2 uM doxorubicin, CellTiter-Glo, 72 h;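 active = viability drop by adding the cancer drug above about 55%, with treated viability meeting a 40% cutoff, limit read from the data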;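 also: viability without doxorubicin minus viability with 2 µM doxorubicin for each compound; larger differential means the compound sensitizes cells more to doxorubicin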
NFkB transloc pot – enhances IL-1B driven NFkB nuclear translocation; AID 819; actives 0.3% (n = 94,000); HUVEC IL-1B NFkB p65 nuclear translocation imaging; activation, % at 2 µM;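 active = activation above 40%, about the mean plus 3 SD, also judged a hit on visual image review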;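 also: percent activation is computed from the nuclear over cytoplasmic p65 intensity ratio; values of inactives mirror those of a sister screen read the other way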
MRP resist rev cytotoxicity – further read-out of MRP resist rev, marked with its call; viability, %; H69AR cells, CellTiter-Glo, 72 h; measured here: cytotoxicity without doxorubicin
MRP resist rev with doxorubicin – also measured in MRP resist rev; calls as there; viability, %; measured here: viability with 2 uM doxorubicin; stronger effect = lower value
IL1B NFkB inh cell count 2 µM – further read-out of IL1B NFkB inh, marked with its call; cell count; measured here: cells passing quality filter;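 raw number of nuclei counted in each imaged well without normalization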
NFkB transloc pot cell count 2 µM – recorded beside NFkB transloc pot, whose call it bears; cell count; measured here: cells passing quality filter
* = called active by the depositor; . = not tested or not shown.

A first look (7 entries):
SMILES	Bcl-B displacement	PLAP inhibition	IL1B NFkB inh	IL1B NFkB inh cell count 2 µM	MRP resist rev	MRP resist rev cytotoxicity	MRP resist rev with doxorubicin	NFkB transloc pot	NFkB transloc pot cell count 2 µM
CC1CCCN(C(=O)c2ccc(S(=O)(=O)N3CCC(c4nc5ccccc5s4)CC3)cc2)C1 (stereo not given)	.	.	4	103	2	32	30	-4	103
CCOc1cc(C(=O)Nc2ccc(N3CCN(S(C)(=O)=O)CC3)cc2)cc(OCC)c1OCC	-2%	10%	-8	142	-13	88	100	8	142
Cc1ccccc1OCC(=O)N(Cc1cccs1)C1CCS(=O)(=O)C1 (stereo not given)	-5%	5%	10	177	0	81	81	-10	177
Cc1cccc2c1OCC/C2=N\NC(=O)COc1ccccc1	-5%	5%	-14	158	.	.	.	14	158
c1coc(-c2nc(-c3ccco3)c(-c3ccco3)nc2-c2ccco2)c1	43%	-12%	-17	121	-13	27	40	17	121
CC(C)NC(=O)CSc1nnc(-c2ccc(C(C)(C)C)cc2)n1C	.	.	-21	172	2	85	84	21	172
COc1ccc(N2CCN(S(=O)(=O)c3ccc(OC)cc3)CC2)cc1	.	.	-5	128	25	97	72	5	128

Results (from the top)
SMILES	Bcl-B displacement	PLAP inhibition	IL1B NFkB inh	IL1B NFkB inh cell count 2 µM	MRP resist rev	MRP resist rev cytotoxicity	MRP resist rev with doxorubicin	NFkB transloc pot	NFkB transloc pot cell count 2 µM
CC1CCCN(C(=O)c2ccc(S(=O)(=O)N3CCC(c4nc5ccccc5s4)CC3)cc2)C1 (stereo not given)	.	.	4	103	2	32	30	-4	103
CCOc1cc(C(=O)Nc2ccc(N3CCN(S(C)(=O)=O)CC3)cc2)cc(OCC)c1OCC	-2%	10%	-8	142	-13	88	100	8	142
Cc1ccccc1OCC(=O)N(Cc1cccs1)C1CCS(=O)(=O)C1 (stereo not given)	-5%	5%	10	177	0	81	81	-10	177
Cc1cccc2c1OCC/C2=N\NC(=O)COc1ccccc1	-5%	5%	-14	158	.	.	.	14	158
c1coc(-c2nc(-c3ccco3)c(-c3ccco3)nc2-c2ccco2)c1	43%	-12%	-17	121	-13	27	40	17	121
CC(C)NC(=O)CSc1nnc(-c2ccc(C(C)(C)C)cc2)n1C	.	.	-21	172	2	85	84	21	172
COc1ccc(N2CCN(S(=O)(=O)c3ccc(OC)cc3)CC2)cc1	.	.	-5	128	25	97	72	5	128
O=C(O)c1[nH]c2ccc(Cl)cc2c1CC(=O)N1CCN(c2ccccc2)CC1	-11%	-3%	-2	129	-8	99	107	2	129
O=c1c2ccccc2c(-c2ccccc2)nn1Cc1ccc(Cl)cc1	-8%	9%	-24	170	.	.	.	24	170
O=C(O)c1ccccc1C(=O)NCc1ccccc1	-8%	-17%	20	66	-4	94	98	-20	66
CC(=O)N(Cc1cc(=O)[nH]c2ccccc12)c1ccc(C)cc1	4%	-17%	7	97	-4	94	98	-7	97
CN1/C(=C\C(=O)c2oc3ccccc3c2N)C(C)(C)c2ccccc21	1%	-4%	5	192	6	91	85	-5	192
CCCc1[nH]nc2c1C(Cc1ccccc1)C(C#N)=C(N)O2 (stereo not given)	-2%	-56%	-8	130	11	98	86	8	130
Cc1c(Cl)c(C(=O)N2CCCc3ccccc32)nn1C	-6%	-39%	-6	175	.	.	.	6	175
CC(=O)c1c(C)[nH]c(C(=O)N2CCc3ccccc3C2)c1C	-6%	4%	0	160	26	89	63	0	160
Cc1cc(NC(=O)c2cccc(S(=O)(=O)N3CCCCCC3)c2)no1	5%	23%	-7	161	4	76	72	7	161
CC(=O)NC1(NC(C)=O)CCN(C)C(c2ccccc2)C1C (stereo not given)	-3%	-27%	-6	87	-9	86	95	6	87
COc1cc(-c2nnc3sc(-c4cccs4)nn23)cc(OC)c1OC	-12%	-41%	.	.	2	21	18	.	.
COc1ccc(C(=O)CSc2nnc(CNC(=O)c3ccc(OC)cc3)n2C)cc1	-13%	24%	10	145	2	103	101	-10	145
CC1CCCC(C)N1C(=O)CSc1nc2ccccc2s1 (stereo not given)	-2%	-49%	6	99	1	58	56	-6	99
N#CC(c1ccc(Cl)nn1)c1ccc(Cl)cc1Cl (stereo not given)	-5%	3%	-35	234	4	91	87	35	234
Cc1ccc(CNCC(O)(c2ccc(F)cc2)c2ccc(F)cc2)cc1	4%	30%	.	.	.	.	.	.	.
CCCCCn1c(Sc2ccccc2)nc2c1c(=O)[nH]c(=O)n2C	-1%	0%	1	171	1	91	90	-1	171
CCOC(=O)c1c(C)[nH]c(C(=O)CSc2nc3ccccc3o2)c1C	-18%	10%	-2	171	-14	70	84	2	171
O=C(NCc1cccnc1)c1ccc(COc2ccc3c(c2)CCC3)o1	-2%	-63%	-10	159	-13	6	19	10	159
CC1(C)Cc2c(sc3c2C2=NCCN2C=N3)CS1	-2%	-7%	-7	60	12	93	81	7	60
COc1ccc(/C=N/N2CCN(C)CC2)cc1O	0%	-10%	-19	125	.	.	.	19	125

2 entries from above, as a markdown table:
| Compound | Bcl-B displacement | PLAP inhibition | IL1B NFkB inh | IL1B NFkB inh cell count 2 µM | MRP resist rev | MRP resist rev cytotoxicity | MRP resist rev with doxorubicin | NFkB transloc pot | NFkB transloc pot cell count 2 µM |
| --- | --- | --- | --- | --- | --- | --- | --- | --- | --- |
| Cc1c(Cl)c(C(=O)N2CCCc3ccccc32)nn1C | -6% | -39% | -6 | 175 | . | . | . | 6 | 175 |
| Cc1ccc(CNCC(O)(c2ccc(F)cc2)c2ccc(F)cc2)cc1 | 4% | 30% | . | . | . | . | . | . | . |

Compounds listed so far that have a cyano group:
SMILES	Bcl-B displacement	PLAP inhibition	IL1B NFkB inh	IL1B NFkB inh cell count 2 µM	MRP resist rev	MRP resist rev cytotoxicity	MRP resist rev with doxorubicin	NFkB transloc pot	NFkB transloc pot cell count 2 µM
CCCc1[nH]nc2c1C(Cc1ccccc1)C(C#N)=C(N)O2 (stereo not given)	-2%	-56%	-8	130	11	98	86	8	130
N#CC(c1ccc(Cl)nn1)c1ccc(Cl)cc1Cl (stereo not given)	-5%	3%	-35	234	4	91	87	35	234

An excerpt; count on the stated rates, not on these rows.
